# HSF1 activator – HSF-1 activators, primary screen, NIH3T3-HGL cells, MG132 stress, luminescence, single point. 300,000 tested, 1.7% active. activation, % at 9 µM. AID 504408, 2011. NIH3T3-HGL HSF-1 luciferase reporter, 8 h; 100% = twice DMSO control signal;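 active = mean replicate activation of at least 50% with a set share of replicates each reaching 50%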;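 also: 0% = median of the neutral control wells and 100% = twice that signal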
# AI-2 QS mod – Vibrio harveyi AI-2 quorum sensing modulators, primary screen, JMH597 strain, luminescence/OD600 ratio; AID 2094, 2009; activity change, % at 7.5 µM; Vibrio harveyi JMH597 AI-2 luminescence/OD600 ratio, 9 h; stronger effect = lower value; strain lacks LuxN and CqsS sensors; 0 = neutral-control median; 300,000 tested, 0.4% active; in the data active = activity change below about -75%, passing the limit was not always enough;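 also: luminescence divided by OD600 gain over 9 h not by final OD600 alone; inactives centre near 13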
# DYRK1A inh – rat Dyrk1A kinase inhibitors, primary screen, biochemical, single point, plate reader; Dual specificity tyrosine-phosphorylation-regulated kinase 1A (Rattus norvegicus), Q63470; AID 504441, 2011; 310,000 tested, 0.43% active; inhibition, % at 12.5 µM; ADP-Glo luminescence, NFATc1 peptide; in the data active = inhibition above about 50%;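 also: plate controls were vehicle with enzyme for no effect and no enzyme for full effect; many of its hits are not listed in these tables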
# PolyA inhibitor – polyadenylation inhibitors in yeast reporter cells, primary screen, luminescence, S. cerevisiae. S. cerevisiae SKY197-pL101 polyadenylation reporter, beta-gal luminescence; efflux-impaired pdr1/pdr3 knockout yeast; score 100 = 6 SD above DMSO. calls only at 12 µM. 300,000 tested, 0.02% active;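 active = lowest replicate activity score at least 50, where 100 means six control SD above control mean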;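 also: yeast exposed to compound for 9 h at 30 °C; higher score means more reporter readthrough which indicates perturbed polyadenylation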
# HSF1 inhib – HSF1 inhibitors in luciferase reporter cells, primary screen, cell-based, NIH3T3, luminescence | NIH3T3-HGL HSE-luciferase, MG132-induced, luminescence 8 h; stronger effect = lower value | AID 2098, 2009 | activity change, negative = inhibition, % at 7.5 µM (by protocol) | 300,000 tested, 0.77% active;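 active = more than half of replicate wells show activity change below -50%, luminescence cut by over half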;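 also: luciferase reports HSF-1 transcriptional activity via heat shock element; 0% = median of DMSO wells and -100% = zero luminescence signal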
# GSK3beta inhib – human GSK3beta kinase inhibitors, primary screen, biochemical, cell-free homogeneous, HTS; Glycogen synthase kinase-3 beta (Homo sapiens), P49841; AID 2097, 2009; activity score (negative = inhibition), % at 10 µM; 300,000 tested, 0.038% active; GST-GSK3beta kinase, ADP-Glo luminescence, 60 min; stronger effect = lower value;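 active = more than half of replicate wells score below -50%, meaning over 50% inhibition versus plate controls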;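 also: 0% = median DMSO wells and -100% = median GW8510 positive control wells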
# Target sequence (P49841 whole entry, looked up): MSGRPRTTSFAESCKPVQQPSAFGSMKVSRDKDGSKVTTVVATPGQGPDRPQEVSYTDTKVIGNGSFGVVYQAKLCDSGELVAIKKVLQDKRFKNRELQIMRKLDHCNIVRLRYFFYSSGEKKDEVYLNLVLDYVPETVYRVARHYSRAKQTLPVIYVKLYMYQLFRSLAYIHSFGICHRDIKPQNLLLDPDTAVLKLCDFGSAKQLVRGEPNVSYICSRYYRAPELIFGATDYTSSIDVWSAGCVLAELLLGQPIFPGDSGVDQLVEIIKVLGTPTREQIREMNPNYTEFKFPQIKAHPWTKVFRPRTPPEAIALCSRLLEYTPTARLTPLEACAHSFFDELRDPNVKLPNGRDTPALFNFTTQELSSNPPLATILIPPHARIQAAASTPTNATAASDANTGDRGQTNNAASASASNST
#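 Test system: GST-tagged human GSK3beta kinase, cell-free; evaluation: activity score scaled between in-plate DMSO and GW8510 controls; measured by: ADP-Glo luminescence; incubation: 60 min reaction, RT; benchmarks: DMSO and 20 µM GW8510; reagent: peptide substrate plus 25 µM ATP (final); medium: Tris/MgCl2 kinase buffer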
# Platelet DG rel – inhibitors of platelet dense granule secretion, primary screen, cell-based, MLPCN, human platelets; 300,000 tested, 0.22% active; human platelet-rich plasma, SFLLRN dense granule ATP release, luminescence; inhibition, %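 (compounds screened at 7.5 µM in platelet-rich plasma)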;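 active = mean replicate score, as percent of positive control, at or above 50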
# HDAC3 inh – HDAC3 deacetylase inhibitors, primary screen, biochemical, fluorescence, cell-free homogeneous | Histone deacetylase 3 (Homo sapiens), O15379 | recombinant HDAC3, fluorogenic peptide/trypsin coupled | inhibition, % at 8.3 µM | 320,000 tested, 0.15% active; in the data active = inhibition above about 26%, passing the limit was not always enough
# Target sequence (O15379 whole entry, looked up): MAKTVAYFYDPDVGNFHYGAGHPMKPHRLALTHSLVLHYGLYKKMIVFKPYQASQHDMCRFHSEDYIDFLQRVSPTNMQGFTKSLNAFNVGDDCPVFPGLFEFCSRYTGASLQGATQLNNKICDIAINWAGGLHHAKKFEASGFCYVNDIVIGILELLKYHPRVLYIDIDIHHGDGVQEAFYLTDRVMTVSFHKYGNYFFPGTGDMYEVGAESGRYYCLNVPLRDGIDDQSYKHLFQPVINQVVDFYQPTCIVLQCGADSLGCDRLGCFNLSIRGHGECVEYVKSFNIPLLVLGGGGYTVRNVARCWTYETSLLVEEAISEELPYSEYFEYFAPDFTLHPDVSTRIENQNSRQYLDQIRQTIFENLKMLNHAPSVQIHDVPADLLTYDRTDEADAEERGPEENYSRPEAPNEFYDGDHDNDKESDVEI
# GSK3A inh – blockers of GSK3A enzyme activity – biochemical, luminescence, cell-free homogeneous, HTS, primary screen | Glycogen synthase kinase-3 alpha (Homo sapiens), P49840 | GSK-3 alpha kinase, ADP-Glo luminescence, 60 min | 320,000 tested, 0.1% active | inhibition, % at 10 µM;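 in the data active = inhibition above about 50%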;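 also: GST-tagged GSK-3 alpha with peptide substrate and 25 µM ATP; 0% = DMSO neutral wells and 100% = GW8510 positive control wells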
# HSP90 refold inh – HSP90 inhibitors, primary screen, cell lysate, luminescence; Rabbit reticulocyte lysate, luciferase refolding luminescence, 3 h; inhibition, % at 5.6 µM; 290,000 tested, 0.91% active;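 active = inhibition above the screen-wide mean plus 3 SD, computed separately per campaign, cut at about 16% in these data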;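 also: 0% = DMSO wells and 100% = 60 µM geldanamycin wells; inhibitors lower the luminescence because luciferase stays unfolded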
# The depositor's hits bear a star; i = inactive; nt = no result given. Some of the compounds tested; count on the stated rates, not on these rows.
SMILES,HSF1 activator,AI-2 QS mod,DYRK1A inh,PolyA inhibitor,HSF1 inhib,GSK3beta inhib,Platelet DG rel,HDAC3 inh,GSK3A inh,HSP90 refold inh
Cc1nc(-c2ccc(Cl)cc2)sc1C1(C)CC(c2ccc(Br)cc2)=NO1 (stereo not drawn),1,48,7,i,-3,4,2,0,-1,nt
COc1ccccc1C(O)c1nccn1C (stereo not drawn),-5,6,-9,i,-3,1,2,4,-2,-2
CC(C)CCNC(=O)c1ccc2c(c1)ncn2C1CCCCC1,30,27,2,i,7,1,-2,0,nt,2
O=C(Nc1cc(C(F)(F)F)ccc1F)C1CCCC1,-14,7,nt,i,-5,2,10,7,-5,-2
O=C(Nc1ccc(C(=O)O)cc1)/C(=C\C=C\c1ccccc1)NC(=O)c1cccc(Br)c1,-11,49,-8,i,-2,0,5,12,-4,1
O=[N+]([O-])c1ccc(NCCCN2CCOCC2)c([N+](=O)[O-])c1,6,14,-1,i,1,1,3,8,-2,-3
Cc1cc(C(=O)NNC(=O)c2ccc(S(=O)(=O)N(C)C)cc2)c(C)o1,3,-84*,-2,i,-4,-1,1,-2,-4,-1
O=S(=O)(c1ccccc1)c1nc(-c2ccc(F)cc2)oc1N1CCOCC1,-11,-2,-1,i,-2,1,0,2,1,-1
COc1ccccc1NC(=O)CSCc1ccc([N+](=O)[O-])cc1,22,2,nt,i,5,2,12,0,-1,-1
COc1ccccc1OCCSc1nc2ccccc2c(=O)[nH]1,28,26,-5,i,9,-1,-7,-1,0,1
O=C(CSc1ccc(-c2ccccn2)nn1)c1ccc([N+](=O)[O-])cc1,4,24,-1,i,-1,0,0,6,-1,4
CC(C)CN(C(=O)COC(=O)C1CC1)c1c(N)n(Cc2ccccc2)c(=O)[nH]c1=O,-4,4,12,i,0,2,-20,-7,1,nt
S=c1[nH]c(-c2ccccc2)cn1/N=C/c1cccs1,32,9,2,i,7,-3,2,-2,-2,1
O=C(NCc1ccccc1)C1CCCN(c2cnccn2)C1 (stereo not drawn),-1,17,-2,i,1,-2,3,2,-1,1
COc1ccc(CC(=O)OCC(=O)Nc2ccc3[nH]c(=O)[nH]c3c2)cc1,-1,21,-1,i,-2,-3,5,6,1,nt
Cn1ccnc1-c1nnn(-c2ccc(Cl)c(Cl)c2)n1,-1,10,-12,i,1,0,-2,-2,-2,nt
Cc1ccc(NC(=O)c2ccc(-c3nn(C)c(=O)c4ccccc34)cc2)cc1,-4,20,-2,i,-10,-5,6,2,0,-2
COC(=O)c1ccc(C(NC(=O)OCc2ccccc2)/C(F)=C/[C@@H](C)C(=O)NCc2ccc(OC)c(OC)c2)cc1 (stereo partly drawn),nt,nt,6,nt,nt,nt,nt,9,-1,1
O=[N+]([O-])c1ccc(S(=O)(=O)Nc2nnc(C(F)(F)F)s2)cc1,11,18,6,i,1,1,0,-2,-5,0
O=C(c1cccs1)N(CCO)Cc1cc2cc3c(cc2[nH]c1=O)OCCO3,12,13,nt,i,-4,-7,6,nt,nt,5
CC1CN(c2ccc([N+](=O)[O-])cc2Cl)CCN1S(C)(=O)=O (stereo not drawn),6,4,4,i,1,-1,-3,5,-1,-2
CC(NC(=O)c1ccccc1O)c1ccccc1 (stereo not drawn),31,4,3,i,5,-3,-4,-7,-2,1
Cn1c(OCc2cccnc2)nc2c1c(=O)n(Cc1ccccc1)c(=O)n2C,-1,37,0,i,-10,-3,1,0,0,0
COc1ccc(NC(=O)/C(=C\c2ccc(OC)c(OC)c2)NC(=O)c2ccco2)cc1,-1,6,1,i,-7,0,-3,18,-1,0
O=C(NNc1c2ccccc2nc2ccccc12)c1cc2ccccc2cc1O,-17,18,0,i,-1,-2,0,nt,0,0
# Next section:
SMILES,HSF1 activator,AI-2 QS mod,DYRK1A inh,PolyA inhibitor,HSF1 inhib,GSK3beta inhib,Platelet DG rel,HDAC3 inh,GSK3A inh,HSP90 refold inh
Cc1ccc(C)c(N2CCN(C(=O)c3nn(C)c4c3CS(=O)(=O)c3ccccc3-4)CC2)c1,-10,nt,-1,i,-3,-11,11,8,-3,1
COC(=O)Nc1ccc2c(c1)OCO2,-14,2,2,i,5,-3,2,-4,-1,-2
O=C(NC(=S)NNS(=O)(=O)c1ccccc1)c1cccnc1,12,45,3,i,-14,-3,-1,5,-1,6
CN(C)S(=O)(=O)c1ccc(-c2csnn2)s1,-89,49,-4,i,-86*,1,-1,-3,1,3
O=C(O)CC(CC(=O)Nc1ccc(-c2ccccc2)cc1)c1ccccc1 (stereo not drawn),5,4,1,i,1,3,3,-1,-3,2
CCSc1nsc(NC(=O)Nc2ccccc2OC)n1,33,11,6,i,11,-3,4,4,-2,-2
COc1ccc(Nc2nc(N/N=C/c3ccc(N(C)C)cc3)nc(C)c2[N+](=O)[O-])cc1,-19,22,-6,i,-2,4,-22,1,0,-3
O=C(CNc1ccc2ccccc2c1)N/N=C/c1cc2ccccc2nc1Cl,7,5,-3,i,8,0,13,1,-4,6
O=C(CSc1n[nH]c(=O)[nH]c1=O)c1ccccc1,9,2,-1,i,3,4,-17,3,-2,1
Cc1cccc(COCC(Cc2ccccc2)N2CCN(C(=O)c3ccc(C(F)(F)F)cc3)CCC2=O)c1 (stereo not drawn),9,8,2,i,9,1,2,7,-2,-1
Cc1c(Cl)cccc1NC(=S)NCc1ccc(F)cc1,-4,-3,12,i,-7,0,-1,1,-2,-4
CCN(CC)CC(=O)Nc1ccc(/C(C)=N/NC2=NCCN2)cc1,4,17,8,i,-1,0,10,4,-1,3
COCCN1Cc2cccc(C(=O)Nc3ccc(C)cc3)c2C1=O,19,14,1,i,3,-1,9,-2,-1,1
CCC(C)(C)NC(=O)CN(C(=O)CNS(=O)(=O)c1ccccc1)c1ccc2c(c1)OCCO2,-18,15,6,i,-6,2,3,-12,-4,-1
CCCNC(=O)N1CCCC(C(=O)c2cccc(Cl)c2)C1 (stereo not drawn),-65,13,1,i,-54*,-2,-1,-3,2,2
CCC(=O)Nc1nc(C)nc(C)c1C(C)=O,21,14,0,i,3,2,18,-7,0,-1
CCOC(=O)N1CCN(S(=O)(=O)c2c(C)[nH]c(=O)[nH]c2=O)CC1,-4,19,5,i,-1,-2,5,-8,2,-4
O=C(OCc1c(Cl)cccc1Cl)c1cccnc1Cl,-3,-1,nt,i,0,-4,0,3,2,-3
O=C(Nc1sc2c(c1C(=O)O)CCC2)c1cccc(Cl)c1,8,40,0,i,4,2,-9,3,-2,-1
Cc1ccc(C(=O)C(C)Oc2cccc(NC(=O)c3ccco3)c2)cc1 (stereo not drawn),17,10,0,i,-2,1,-22,6,-1,0
COCCNc1oc(-c2ccccc2Cl)nc1C#N,8,28,33,i,-2,-4,12,5,5,-3
Cc1cc(C)cc(NC(=O)c2cccc3c2C(=O)N(C2CCCCC2)C3)c1,16,14,-3,i,-1,-1,1,0,1,-3
COc1ccc(NC(C)=O)c(C)c1,-11,18,nt,i,-7,-1,-2,-3,0,1
Cc1ccccc1C(=O)Nc1cccc(C(=O)Nc2ccccc2C(=O)O)c1,-6,12,2,i,5,-5,-7,2,-3,1
Cn1cccc1Cc1nnc(SCC(=O)N2CCCC2)n1CCc1ccccc1,0,23,15,i,9,1,4,2,-3,-3
# Further records follow.
SMILES,HSF1 activator,AI-2 QS mod,DYRK1A inh,PolyA inhibitor,HSF1 inhib,GSK3beta inhib,Platelet DG rel,HDAC3 inh,GSK3A inh,HSP90 refold inh
CC1CCCCC1NC(=O)c1cn(C)c2ccc(S(=O)(=O)N3CCCC3)cc2c1=O (stereo not drawn),1,34,3,i,2,-1,-5,-4,-3,1
O=CNNC(=O)c1cccc([N+](=O)[O-])c1,-5,17,-1,i,-1,-2,-6,-5,-1,0
CCCCc1cc(=O)oc2c(C)c(OCC(=O)N3C[C@H]4C[C@@H](C3)c3cccc(=O)n3C4)ccc12,13,22,3,i,2,2,6,2,0,-2
CC(=O)N1CCC(C(=O)NC2CC(C)(C)Cc3c2cnn3-c2ccc(F)cc2)CC1 (stereo not drawn),29,8,-2,i,3,0,5,3,-1,-4
N=c1sccn1CC(=O)Nc1cccc(S(N)(=O)=O)c1,-1,2,9,i,-1,-1,5,nt,1,3
Cc1cc2oc(=O)cc(CN3CCN(C/C=C/c4ccccc4)CC3)c2cc1O,13,24,9,i,0,-1,4,-8,-1,1
N#CCCN(C(=O)COc1ccc(Br)cc1F)c1ccc(F)cc1,nt,20,7,i,nt,0,-2,5,0,1
CCOC(=O)Cc1csc(NC(=S)NC(=O)c2ccccc2C)n1,-24,9,-1,i,-5,4,-5,-6,-4,-2
Cc1cc(OCc2ccc(C(=O)NN=C3CCCC3)cc2)ccc1Cl,36,10,-3,i,3,0,11,1,nt,-4
CCOC(=O)CC1C(=O)NCCN1C(=S)Nc1ccccc1 (stereo not drawn),-9,16,-6,i,-4,1,16,5,0,-5
O=C(CCC(=O)N1CCOc2ccccc21)N1CCCCC1,4,4,2,i,-5,4,-8,3,0,-7
Cc1cccc(C(=O)OC2CCOC2=O)c1O (stereo not drawn),-1,20,-6,i,2,0,0,2,-2,3
COc1ccc(N(C(C)C(=O)N2CCCC2)S(C)(=O)=O)cc1 (stereo not drawn),-13,-6,nt,i,-11,0,-3,-2,-6,-1
COc1cc(CC(NC(C)=O)C(=O)NC2CCN(c3c4c(nc5ncnn35)CCC4)CC2)cc(OC)c1 (stereo not drawn),-17,12,nt,i,2,5,-6,-5,-1,4
Cc1nc2c3ccccc3nc(NNC(=O)CCC(=O)NCCN3CCN(c4ccccc4F)CC3)n2n1,12,8,1,i,1,-7,1,5,1,-5
COC(=O)CN(Cc1ccccc1)S(=O)(=O)c1ccc(OC)c(OC)c1,2,9,-6,i,-1,1,-6,nt,1,-1
C[C@H](NC(=O)c1nc[nH]c1C(=O)NC(c1ccccc1)c1ccccc1)C(=O)OC(C)(C)C,-2,4,0,i,8,0,5,12,0,0
CC(C)Sc1nnc(NC(=O)C2CC2)s1,-21,27,3,i,4,1,28,-3,-1,nt
COc1ccc(C(=O)CCNc2ccc(F)cc2)cc1,25,-26,nt,i,0,-3,-15,2,-1,-3
N#Cc1nc(Cc2cccc3ccccc23)oc1NCCN1CCOCC1,19,12,5,i,-5,2,19,1,-2,-1

# Screening results from PubChem.
